Compound activity from PubChem.
A-T KAP1 phos = qHTS Assay for Identifying a Potential Treatment of Ataxia-Telangiectasia. […] A-T fibroblasts, KAP-1 phosphorylation AlphaLISA; neocarzinostatin DNA damage 30 min before lysis. Potency, µM (doses to about 57.5 µM), for the others: top-dose activation, usual class: activators. 320,000 compounds, 0.19% hits. AID 485349, 2010; further: potency means the concentration at half of the fitted maximal effect; % of control where 0% means no effect; nearly all actives have a fitted effect of over 45% in size
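hTERT-immortalized A-T patient fibroblasts ([…]), 500 cells/well in OPTI-MEM, 1% FBS, got compounds for 60 min, then NCS for 30 min at 37C. Lysates were then assayed for phospho-KAP-1 by AlphaLISA (anti-pKAP1 donor, anti-KAP1 acceptor beads), 6 hr at 25C.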
MBNL1-CUG inh = qHTS Assay for Inhibitors of MBNL1-poly(CUG) RNA binding; Muscleblind-like protein 1 (Homo sapiens), Q9NR56; Potency, µM (highest dose often 57.5 µM), for inactives: at the highest dose activity change, negative = inhibition, most hits filed as inhibitors; 280,000 compounds, 0.036% hits; TR-FRET MBNL1-His/biotin-(CUG)12 binding, 665/545 ratio; active means well fitted inhibition curve with a large enough effect in the signal ratio, with a control signal flat, not every such curve was filed as active; inconclusive means small, poorly fitted or top-dose-only effect, or effect the other way, or a change in a side signal; inactive means no such curve, though single readings can be large or run the other way; the % refers to the signal ratio; further: potency means the concentration at half of the fitted maximal effect; on the % scale 0 is the no-effect control and ±100 the full control effect
Target sequence (Q9NR56 whole entry, looked up): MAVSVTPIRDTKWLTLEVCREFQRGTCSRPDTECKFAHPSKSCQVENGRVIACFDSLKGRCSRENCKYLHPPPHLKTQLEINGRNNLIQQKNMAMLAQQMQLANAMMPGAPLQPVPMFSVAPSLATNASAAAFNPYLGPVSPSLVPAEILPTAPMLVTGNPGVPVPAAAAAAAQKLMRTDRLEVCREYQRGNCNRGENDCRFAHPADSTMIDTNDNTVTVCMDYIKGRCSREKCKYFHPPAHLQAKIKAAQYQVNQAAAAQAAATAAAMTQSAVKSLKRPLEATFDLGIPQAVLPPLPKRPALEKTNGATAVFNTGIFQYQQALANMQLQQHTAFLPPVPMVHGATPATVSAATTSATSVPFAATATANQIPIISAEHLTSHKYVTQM
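Compounds (final 92 nM to 58 uM) are added to His-tagged MBNL1 and biotin-(CUG)12, then terbium anti-His antibody and streptavidin-XL665 (5 nM final). After 60 min at room temperature, the 665/545 nm ratio is read.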
PTAP TSG101 blk = qHTS Assay for Iinhibitors of HIV-1 Budding by Blocking the Interaction of PTAP/TSG101; Potency, µM (doses to about 115 µM), for the others: at the highest dose activity change, negative = inhibition, actives largely listed as inhibitors; Fluorescence polarization, FITC-PTAP peptide / Tsg101 binding; 340,000 tested, under 10 active; AID 493005, 2010; active means well fitted inhibition curve with a large enough effect in the main read-out, with a control signal flat, not every such curve was filed as active; inconclusive means small, poorly fitted or top-dose-only effect, or effect the other way, or a change in a side signal; inactive means no such curve, though single readings can be large or run the other way; further: potency means the concentration at half of the fitted maximal effect; % of control where 0% means no effect
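Steps: Tsg101 binding domain dispensed (10 uM final), compounds pinned in DMSO, FITC-labeled PTAP-motif peptide added (50 nM final); after 20 min binding at room temperature, polarization measured.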
TCR act = Activators of T cell receptors: qHTS campaign. primary human leukocytes, anti-CD3, IL-2 HTRF, 48 h. Potency, µM (series often up to 9.22 µM), without a hit: at the top dose activation of IL-2 secretion, usual class: activators. 330,000 tested, under 10 active; further: % of control where 0% means no effect
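HTRF read-out of IL-2 secretion: europium cryptate donor excited at 320nm, d2 acceptor emission at 665nm. Cells were primary human leukocytes incubated 48 hr with compounds and a-CD3 beads, supplying TCR signal only.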
a7 integrin act = qHTS for Activators of Integrin-Mediated Alleviation for Muscular Dystrophy | 350,000 compounds, 0.064% hits | alpha7betagal myoblasts, beta-gal FDG fluorescence, 48 h | Potency, µM (series often up to 38.3 µM), for inactives: top-dose activation, actives largely listed as activators;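 further: potency means the concentration at half of the fitted maximal effect; 100% = response of the positive control SU9516; nearly all actives have a fitted effect of over 60% in size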
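Alpha7betagal+/- myoblasts (passage 13) were plated 16-24 hr, then exposed to compounds (1:260 dilution of DMSO stock) for 48 hours at 37C. After MPER lysis, β-galactosidase reporter activity was read as FDG fluorescence (ex 480/em 540) after 30 minutes.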
Mito fusion yeast = qHTS Assay for Small Molecule Inhibitors of Mitochondrial Division or Activators of Mitochondrial Fusion; S. cerevisiae fusion-defective mutant growth rescue, CellTiterGlo 48 h; Potency, µM (top dose mostly 46.1 µM), for the others: at the highest dose growth rescue (activation), hits mostly activators; 320,000 compounds, 0.23% hits; AID 485298, 2010;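 further: potency means the concentration at half of the fitted maximal effect; % of control where 0% means no effect; nearly all actives have a fitted effect of over 45% in size; temperature-sensitive fusion mutants such as fzo1-1 at 37 °C on non-fermentable ethanol glycerol medium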
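Temperature-sensitive fusion-defective S. cerevisiae (e.g. fzo1-1, mgm1-5) were grown with compound in YPEG medium (3% ethanol, 3% glycerol) for 48 hours at 37C. Growth rescue was measured as viability by CellTiterGlo luminescence after 10 minutes at ambient.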
ASM inhibitor = Inhibitors of Secretory Acid Sphingomyelinase (S-ASM): qHTS | placental ASM, HMU-PC fluorogenic substrate, 60 min | Potency, µM (highest dose often 57.5 µM), for the others: top-dose activity change, negative = inhibition, usual class: inhibitors | 340,000 compounds, 0.006% hits | AID 504937, 2011; further: potency means the concentration at half of the fitted maximal effect
Target sequence (P17405 47-631 limits assumed): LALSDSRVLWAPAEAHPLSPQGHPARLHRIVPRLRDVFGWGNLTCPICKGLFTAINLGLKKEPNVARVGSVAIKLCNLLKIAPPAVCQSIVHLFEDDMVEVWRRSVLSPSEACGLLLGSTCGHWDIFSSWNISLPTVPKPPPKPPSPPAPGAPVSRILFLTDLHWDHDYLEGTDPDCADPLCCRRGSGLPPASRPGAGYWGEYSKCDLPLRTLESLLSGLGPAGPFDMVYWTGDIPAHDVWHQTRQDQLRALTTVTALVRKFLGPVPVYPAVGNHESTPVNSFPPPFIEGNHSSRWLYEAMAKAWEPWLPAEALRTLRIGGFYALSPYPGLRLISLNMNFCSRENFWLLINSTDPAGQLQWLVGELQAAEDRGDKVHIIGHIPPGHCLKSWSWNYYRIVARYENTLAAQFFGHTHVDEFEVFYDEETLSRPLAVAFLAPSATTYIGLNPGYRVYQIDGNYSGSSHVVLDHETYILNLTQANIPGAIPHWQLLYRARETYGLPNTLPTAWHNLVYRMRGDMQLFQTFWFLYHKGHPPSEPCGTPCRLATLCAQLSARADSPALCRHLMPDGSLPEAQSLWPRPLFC
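Human placenta-derived ASM enzyme was preincubated with compound for 10 minutes at room temperature, then given fluorogenic substrate HMU-PC0 (9 uM final) for 60 minutes at 37 °C; a pH 10 stop preceded fluorescence reading at Ex 386/Em 447 nm.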
Menin-MLL TR inh = qHTS Assay for Inhibitors Targeting the Menin-MLL Interaction in MLL Related Leukemias: Competition With Texas Red Labeled MLL-derived Mutant Peptide; O00255; Menin + Texas Red MLL mutant peptide, fluorescence polarization; Potency, µM (highest dose often 61.6 µM), inactives show at the top dose FP activity change, negative = inhibition, actives largely listed as inhibitors; 270,000 compounds, 0.23% hits; AID 1768, 2009; active means well fitted inhibition curve with a large enough effect in the polarisation, with a control signal flat, not every such curve was filed as active; inconclusive means small, poorly fitted or top-dose-only effect, or effect the other way, or a change in a side signal; inactive means no such curve, though single readings can be large or run the other way; the % refers to the polarisation; further: potency means the concentration at half of the fitted maximal effect; % of control where 0% means no effect; many of its hits are not listed in these tables
CXXC DNA block = qHTS Fluorescence Polarization Assay for Inhibitors of MLL CXXC domain - DNA interaction. Histone-lysine N-methyltransferase 2A (Homo sapiens), Q03164. MLL-CXXC / FITC-HOXA9 DNA fluorescence polarization. Potency, µM (highest dose often 115 µM), inactives show at the highest dose activity change, negative = inhibition, actives largely listed as inhibitors. 290,000 compounds, 0.037% hits; active means well fitted inhibition curve with a large enough effect in the polarisation, with a control signal flat, not every such curve was filed as active; inconclusive means small, poorly fitted or top-dose-only effect, or effect the other way, or a change in a side signal; inactive means no such curve, though single readings can be large or run the other way; the % refers to the polarisation; further: potency means the concentration at half of the fitted maximal effect
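Steps: dispense CXXC domain solution (7 uM) → pin compounds or unlabeled HOX-A9 DNA control → 5 min ambient → add FLSN-HOX-A9 solution (50 nM) → spin → 30 min ambient → fluorescence polarization. Tris pH 7.5/NaCl/DTT/BSA buffer.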
TSHR antag = Antagonists of the Thyroid Stimulating Hormone Receptor: HTS campaign | Thyrotropin receptor (Homo sapiens), P16473 | TSHR-expressing cells, TSH-stimulated cAMP HTRF, 2 h; hits give low values | activity change, negative = inhibition, % at 11.5 µM | 330,000 compounds, 0.2% hits | AID 504810, 2011;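 active means activity change below a set negative limit, meaning inhibition stronger than a set level, cut at about -70% in these data; inconclusive means activity change between two set negative limits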; further: on the % scale 0 is the no-effect control and ±100 the full control effect
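Read-out is FRET at 665 nm (cryptate excitation 337 nm) from a cryptate-tagged anti-cAMP antibody, competed by cell cAMP against cAMP-d2. Compounds are tested on freshly harvested TSHR cells challenged with 4nM TSH (EC80) for 2 hours at 37 deg C.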
Active calls of the source: *; i = inactive; ? = inconclusive; · = not tested or not shown; [ ] = another dose, or the depositor's remark. Unless noted, the call rests on the fitted dose curve; in most records, active means well fitted curve in the direction sought with a large enough effect; inconclusive means small, poorly fitted or top-dose-only effect, or another doubt; inactive means no such curve, though single readings can be large; an effect the other way counts as inactive or inconclusive. This is a subset; rates above refer to the full screens.

SMILES | A-T KAP1 phos | MBNL1-CUG inh | PTAP TSG101 blk | TCR act | a7 integrin act | Mito fusion yeast | ASM inhibitor | Menin-MLL TR inh | CXXC DNA block | TSHR antag
CCOCCCNC(=S)N1CCC(NC(=O)C2CCCCC2)CC1 | 4% | 4% | 2% | -2% | -29% | -3% | 5% | -16% | 2% | -3
CC(C)CCNC(=O)CN(Cc1cccs1)C(=O)CCC(=O)Nc1nccs1 | 0% | -3% | -3% | -6% | -22% | -3% | 1% | 5% | 4% | -4
CC1=NN(c2ccc(C)c(C)c2)C(=O)/C1=C\C=C\c1ccc([N+](=O)[O-])o1 | 32µM* | · | -4% | 0% | -59%[inhibitor] | -4% | 1% | ? | 8% | -4
CCOC(=O)c1cc2cc(OC)ccc2[nH]1 | 24% | 8% | 1% | -5% | 3% | 5% | 1% | -12% | -7% | 23
Cc1nnc(NC(=O)CSc2cn(Cc3ccccc3)c3ccccc23)s1 | -8% | 10% | 1% | 0% | 0% | 2% | -3% | 11% | 2% | -13
O=C(Nc1cccc(F)c1)Nc1ccc2c(c1)CCC2 | 12% | 3% | 1% | -4% | 18% | 1% | 0% | · | 10% | -9
CSc1cccc(NC(=O)CSc2ccccc2)c1 | 9% | 0% | 0% | -4% | 19% | 0% | -1% | 2% | -5% | -2
O=C(CSc1nnc(-c2cccnc2)o1)NNC(=O)c1ccc(Br)cc1 | -10% | -1% | -4% | 2% | 1% | 2% | 4% | · | 7% | -3
CCCCCN(C(=O)CCC(=O)OCc1cc(C(C)=O)ccc1OC)c1c(N)n(CCCC)c(=O)[nH]c1=O | -1% | · | -3% | 1% | -18% | -1% | 4% | · | · | -7
CCOc1ccc(OCCSc2nc3ccccc3o2)cc1 | 14% | -12% | -5% | 4% | -13% | -1% | -5% | · | 3% | -18
O=C(c1cccc(S(=O)(=O)N2CCc3ccccc32)c1)N1CCOCC1 | 23% | · | -1% | 4% | 16% | · | 3% | · | · | -11
CCC(C)NC(=S)N1CCN(Cc2ccc3c(c2)OCO3)CC1 (stereo not drawn) | 4% | 0% | 0% | 1% | -21% | -1% | -3% | 3% | -1% | -5
O=C1COc2ccc(C(=O)NC3CC3)cc2N1 | -1% | -16% | -1% | -70% | 5% | 2% | 1% | -1% | -4% | 15
COc1cccc(NC(=O)CN(C)C(=O)c2cccc(S(=O)(=O)N3CCN(c4ccccc4)CC3)c2)c1 | 3% | 1% | -2% | 1% | -27% | 2% | -7% | · | 21% | 0
CCCCN(CCCNC(=O)C1CCCN(S(=O)(=O)CC)C1)Cc1ccccc1 (stereo not drawn) | -3% | 5% | -4% | 5% | -19% | 0% | 3% | -1% | 25% | 15
CC1=CC(C)(C)n2c(O)c(N=NC(N)=S)c3cc(C)cc1c32 | -4% | 5% | -9% | -6%[46.1 µM] | -6% | -9% | -5% | 7% | -4% | -1
Cc1ccc(OCC(=O)N(Cc2ccc(N(C)C)cc2)C2CCS(=O)(=O)C2)cc1 (stereo not drawn) | -5% | 2% | -3% | -3% | 11% | 5% | -2% | 2% | -5% | -2
CC1(O)C(=O)c2ccccc2N(c2ccccc2)C1=O (stereo not drawn) | 1% | -4% | -8% | 5%[46.1 µM] | 15% | -9% | -8% | -12% | 1% | -7
COc1cc(-c2nnn(CC(=O)NC3CCS(=O)(=O)C3)n2)ccc1OCc1ccccc1 (stereo not drawn) | 3% | 2% | -2% | 7% | 10% | 1% | -9% | 12% | -1% | -4
CCCOC1CCCN(C(=O)c2ccc(OC)c(OC3CCN(C(C)C)CC3)c2)C1 (stereo not drawn) | 17% | -3% | -10% | 9% | 20% | -1% | 6% | -14% | 0% | 13

Entries of single compounds, looked up by structure.
O=C1COc2ccc(C(=O)NC3CC3)cc2N1 reads A-T KAP1 phos: -1%; MBNL1-CUG inh: -16%; PTAP TSG101 blk: -1%; TCR act: -70%; a7 integrin act: 5%; Mito fusion yeast: 2%; ASM inhibitor: 1%; Menin-MLL TR inh: -1%; CXXC DNA block: -4%; TSHR antag: 15
COc1cc(-c2nnn(CC(=O)NC3CCS(=O)(=O)C3)n2)ccc1OCc1ccccc1 (stereo not drawn) reads A-T KAP1 phos: 3%; MBNL1-CUG inh: 2%; PTAP TSG101 blk: -2%; TCR act: 7%; a7 integrin act: 10%; Mito fusion yeast: 1%; ASM inhibitor: -9%; Menin-MLL TR inh: 12%; CXXC DNA block: -1%; TSHR antag: -4

The list goes on.
SMILES | A-T KAP1 phos | MBNL1-CUG inh | PTAP TSG101 blk | TCR act | a7 integrin act | Mito fusion yeast | ASM inhibitor | Menin-MLL TR inh | CXXC DNA block | TSHR antag
CC(=O)Oc1ccc2c(C)c(CC(=O)N3CCN(C(=O)C4COc5ccccc5O4)CC3)c(=O)oc2c1C (stereo not drawn) | -3% | 0% | -2% | -12% | -37% | -1% | i | 18% | -2% | 2
Nn1c(Cc2cccc3ccccc23)nnc1SCc1c(Cl)cccc1Cl | 0% | · | -2% | -7%[46.1 µM] | 10% | 22% | 0% | -16% | -9% | 89
O=C(NCC1CCN(Cc2ccccc2F)CC1)Nc1cc(F)ccc1F | -1% | -2% | 1% | -7% | -4% | 3% | 1% | ? | -10% | -2
COCCCn1c(C(=O)NC2CCCCC2C)cc2c(=O)n3cccc(C)c3nc21 (stereo not drawn) | 13% | 3% | 0% | 1% | -12% | 3% | 13% | · | 7% | -3
Cn1cnnc1SCC(=O)Nc1cccc(S(=O)(=O)N2CCCCCC2)c1 | 3% | -12% | -1% | 1%[46.1 µM] | -7% | -4% | -3% | -9% | 0% | 16
COCC1CCN(Cc2nc(-c3ccc(OC)cc3)no2)CC1 | -5% | -7% | -1% | -8% | 17% | 1% | -1% | -1% | 6% | -1
O=C(NCC1CCCO1)c1ccc(S(=O)(=O)N2CCCCC2)cc1 (stereo not drawn) | 3% | -6% | -1% | -9% | 8% | 4% | 3% | 10% | 1% | 10
Clc1ccc(C[n+]2cc(-c3ccccc3)n3c2CCC3)cc1 | -3% | -5% | -3% | -2% | -27% | -1% | -4% | · | -7% | -1
COc1ccc(-c2csc(NC(=O)c3ccccc3S(C)(=O)=O)n2)cc1 | 2% | 3% | -12% | -8% | 9% | 2% | 0% | 11% | 7% | -8
COc1ccc(S(=O)(=O)N(C)C)cc1NC(C)C(=O)Nc1cccc(C#N)c1 (stereo not drawn) | 1% | -1% | -2% | 2% | 15% | -3% | 7% | ? | -1% | 0

Limited to A-T KAP1 phos and Menin-MLL TR inh, for some of the entries so far:
| SMILES | A-T KAP1 phos | Menin-MLL TR inh |
| --- | --- | --- |
| O=C(Nc1cccc(F)c1)Nc1ccc2c(c1)CCC2 | 12% | · |
| CC1=CC(C)(C)n2c(O)c(N=NC(N)=S)c3cc(C)cc1c32 | -4% | 7% |

Carrying on:
SMILES | A-T KAP1 phos | MBNL1-CUG inh | PTAP TSG101 blk | TCR act | a7 integrin act | Mito fusion yeast | ASM inhibitor | Menin-MLL TR inh | CXXC DNA block | TSHR antag
O=C(COC(=O)/C=C/c1ccccc1)NC(=O)NCc1ccccc1 | 3% | · | -3% | 0% | 13% | 8% | -4% | · | · | 6
CCc1noc(C)c1C(=O)Nc1cccc2ncccc12 | 29% | -11% | -7% | 5% | 2% | 3% | 1% | · | 3% | 29
CN(C)c1cccc2c1C(=O)c1ccccc1C2=O | -7% | ? | 4% | 14%[46.1 µM] | 8% | 12% | -6% | 6% | -1% | -3
O=C(N1CCNCC1)N1CCOCC1 | 3% | 2% | · | · | · | -2% | · | 6% | -6% | 18
CN(CC(=O)N1CCCC1)S(=O)(=O)c1cc(Cl)ccc1Cl | 8% | -6% | -6% | -12% | 16% | -5% | 3% | 9% | 0% | 9
